# AmpC inh no detg = inhibitors of E. coli AmpC beta-lactamase without detergent; P00811; AmpC nitrocefin hydrolysis, absorbance 480 nm, 0.0001% Triton; Potency, µM (series often up to 57.1 µM), for inactives: at the highest dose activity change, negative = inhibition, usual class: inhibitors; 0.52% of 330,000 active;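 note: potency is the fitted concentration of half-maximal effect; plate controls were no compound for no effect and no enzyme for full effect; nearly all actives have a fitted effect of over 20% in size; some results filed as inactive show a strong effect at the top dose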
# Target sequence (P00811 whole entry, looked up): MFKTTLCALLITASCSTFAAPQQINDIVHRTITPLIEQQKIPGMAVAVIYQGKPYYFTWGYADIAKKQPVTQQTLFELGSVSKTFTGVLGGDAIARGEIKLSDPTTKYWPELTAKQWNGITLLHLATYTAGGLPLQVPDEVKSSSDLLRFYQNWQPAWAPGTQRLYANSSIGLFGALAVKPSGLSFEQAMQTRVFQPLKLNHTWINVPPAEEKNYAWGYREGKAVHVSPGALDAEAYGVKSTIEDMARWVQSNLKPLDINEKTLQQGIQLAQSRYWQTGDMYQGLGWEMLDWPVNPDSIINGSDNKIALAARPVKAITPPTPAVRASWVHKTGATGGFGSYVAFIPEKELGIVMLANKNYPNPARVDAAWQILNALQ
#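 20 mM phosphate pH 7.0 + 0.01% (detergent screen) or 0.0001% Triton X-100; 5.3 nM AmpC reagent; cpd preinc 15 min RT; nitrocefin (800 uM stock) to start; A480 q20 s × 4 min; Activity was normalised to no-enzyme and no-compound control wells.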
# FBPA Giardia inh = blocks Giardia fructose-bisphosphate aldolase activity | A8B2U2 | purified Giardia FBPA | Potency, µM (series often up to 59.6 µM), for the others: top-dose activity, negative = inhibition, actives largely listed as inhibitors | 0.71% of 290,000 active | AID 2451; note: potency is the fitted concentration of half-maximal effect; % is set by controls: 0 for no effect and ±100 for the full control effect; nearly all actives have a fitted effect of over 55% in size
# Target sequence (A8B2U2 whole entry, looked up): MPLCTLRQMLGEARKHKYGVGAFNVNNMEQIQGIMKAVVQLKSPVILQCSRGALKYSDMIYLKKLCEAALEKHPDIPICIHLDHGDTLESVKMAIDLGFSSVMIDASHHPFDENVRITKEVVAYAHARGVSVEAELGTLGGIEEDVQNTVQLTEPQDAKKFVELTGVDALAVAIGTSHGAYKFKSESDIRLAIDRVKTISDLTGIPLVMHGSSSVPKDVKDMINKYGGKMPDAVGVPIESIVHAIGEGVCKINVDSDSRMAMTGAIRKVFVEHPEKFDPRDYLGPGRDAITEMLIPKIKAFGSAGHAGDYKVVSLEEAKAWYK
#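 40 nM FBPA preincubated 10 min at RT with compound (up to 57.5 uM final), then substrate plus GAPDH/TPI/NAD/arsenate coupling and diaphorase/resazurin added. Fluorescence read after 20 min at RT, 525/598 nm.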
# AMA1 RON2 block = inhibitors of Plasmodium falciparum AMA1-RON2 interaction; AlphaScreen AMA1-biotinylated RON2 peptide binding; Potency, µM (titrated, usually from 58.2 µM), for the others: top-dose activity change, negative = inhibition, usual class: inhibitors; 0.2% of 360,000 active; AID 720542;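 note: potency is the fitted concentration of half-maximal effect; 0% = vehicle wells and -100% = peptide control; nearly all actives have a fitted effect of over 45% in size; some results filed as inactive show a strong effect at the top dose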
#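 AMA1 (3D7) with his tag at 25 nM final met compounds first, then biotinylated RON2 peptide at 25 nM; detection used donor plus acceptor beads, 10 µg/mL apiece, read by AlphaScreen after 30 min at room temperature.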
# Shiga toxin inh = inhibitors of Shiga toxin in Vero cells; AID 2315; inhibition, % at 38.7 µM; 9.2% of 290,000 active; Vero cells, Shiga toxin protein synthesis inhibition reporter; in the data active = inhibition mostly above about 28%, no sharp cut-off; inactive = mostly below about 43%; note: 0% is about no effect
# HCMV inh = human cytomegalovirus inhibition | HFF cells, HCMV-luciferase reporter, 72 h; stronger effect = lower value | activity change, negative = inhibition, % at 57.5 µM | 4.5% of 410,000 active | AID 1259415; in the data active = activity change below about -60%; inconclusive = no clear call, values can overlap the other calls; inactive = above about -39%; note: % is set by controls: 0 for no effect and ±100 for the full control effect
#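 After 16 h attachment at 37C, HFF cells received test compound and HCMV-luciferase (1 PFU/cell); reporter luminescence read 72 h later, data normalized against buffer-only and known inhibitor Salinomycin.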
# CHX counter = affects cycloheximide protein synthesis inhibition readout, counter-screen | AID 2314 | cell reporter, cycloheximide protein synthesis inhibition counterscreen | max response, % | 12% of 300,000 active; in the data active = max response mostly above about 13%, no sharp cut-off; inactive = mostly below about 14%; note: read at 38.3 µM for the half of the compounds with a filed dose; 0% is about no effect
# AmpC inh detg = AmpC beta-lactamase inhibition with detergent present | P00811 | AmpC hydrolysis of nitrocefin, absorbance 480 nm, 0.01% Triton | Potency, µM (doses to about 114 µM), without a hit: at the top dose activity change, negative = inhibition, most hits filed as inhibitors | 0.041% of 370,000 active;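 note: potency is the fitted concentration of half-maximal effect; 0% = no-compound wells and -100% = no-enzyme wells; nearly all actives have a fitted effect of over 25% in size; some results filed as inactive show a strong effect at the top dose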
#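 AmpC (5.3 nM in the dispensed reagent) in 20 mM phosphate pH 7.0 with 0.01% (detergent screen) or 0.0001% Triton X-100 was preincubated with compounds for 15 min at room temperature. Nitrocefin was then added from an 800 uM solution, and hydrolysis was followed at 480 nm.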
# Starred values were filed as active, the others as inactive; ? = inconclusive; / = no result given; [ ] = dose if it differs, or a comment. Unless noted, calls come from the whole dose curve; as a rule, active = well fitted curve in the direction sought with a large enough effect; inconclusive = small, poorly fitted or top-dose-only effect, or another doubt; inactive = no such curve, though single readings can be large; an effect the other way counts as inactive or inconclusive.
canonical_smiles | FBPA Giardia inh | AMA1 RON2 block | CHX counter | HCMV inh | Shiga toxin inh | AmpC inh detg | AmpC inh no detg
Cc1ccc(N2C(=O)C3C4C=CC(CNC(=S)Nc5ccc(Cl)cc5)(O4)C3C2=O)cc1 (stereo unspecified) | -0.1% | -10.3% | 9.6* | -29.1 | -2.2 | -0.2% | -38.9%
Cc1ccc(/C=C/S(=O)(=O)NCC(=O)O)cc1 | 7.9% | 12.6% | -1.9 | 42.2 | 20.8 | 0.3% | -24.0%
COc1cc(/C=C(\C#N)c2nc3ccccc3o2)ccc1O | -1.6% | -2.5% | 24.2* | -14.9 | 41.7 | 3.7% | -28.8%
COCCn1c(SCc2ccc(C(=O)OC)o2)nc2cc(Cl)ccc2c1=O | -1.9% | 0.8% | -1.6 | -16.8 | -7.3 | -10.5% | -3.2%
COC(=O)C1=C(NC(=O)COc2ccc3ccccc3c2)CCS1 | 5.6% | -0.7% | -3.7 | ? | -7.1 | -4.1% | -13.3%
Cc1ccc(C(=O)NNS(=O)(=O)c2ccccc2[N+](=O)[O-])cc1 | 0.5% | -8.3% | 2.6 | 56.0 | 0.5 | -1.8% | -24.0%
O=C(CSc1ccc(Cl)cc1)N/N=C/c1ccc([N+](=O)[O-])o1 | -25.1% | 20.0% | 14.0* | -17.6 | 18.7 | -1.5% | -31.2%
Fc1cccc(F)c1CN1CCN(Cc2c(F)cccc2F)CC1 | 2.8% | -29.5% | 1.7 | 26.4 | 5.8 | -9.4% | -15.9%
Cc1ccc(-c2nn3c(C)nnc3c3ccccc23)cc1S(=O)(=O)N(C)CCO | 3.8% | 5.2% | 1.2 | -30.1 | -10.8 | ? | 16.6%
CC(C)(C)C(=O)NC(=S)Nc1ccc(S(=O)(=O)Nc2nccs2)cc1 | 13.1% | -1.9% | -2.6 | ? | -14.0 | -8.8% | -34.9%
COC(=O)CNC(=O)c1ccc(OC2CCN(C(=O)C3CC3)CC2)cc1 | 2.7% | -0.5% | -0.4 | ? | -9.0 | 3.2% | -11.9%
Nc1ccc(Oc2ccc3c(c2)C(=O)NC3=O)cc1 | -6.1% | 3.0% | 1.6 | 40.8 | / | -18.0% | -31.7%
Cc1cc(C)cc(OCC(=O)OCC(=O)N(CC(C)C)c2c(N)n(Cc3ccccc3)c(=O)[nH]c2=O)c1 | / | 15.2% | / | -30.4 | / | ? | -13.8%
CCOC(=O)c1c(C)c(C(=O)NCC2CCCO2)c(C)n1C (stereo unspecified) | 8.1% | 7.0% | -1.4 | 11.2 | -5.5 | ? | -8.6%
CCCCN=C(Nc1ccc(Cl)cc1)c1cccnc1 | -2.7% | -5.0% | 1.9 | -19.6 | -9.5 | -1.5% | -11.8%
CCCCCCSc1ccc(-c2nc3ccc(Cl)cn3c2NCc2ccccc2)cc1 | / | -2.2% | / | 89.0 | / | / | -19.0%
COCc1nnc(NS(=O)(=O)c2ccc(Cl)cc2)s1 | ? | 0.2% | 1.6 | 140.1 | -2.4 | ? | -41.4%
Cc1noc(C)c1CSc1nnc(-c2ccccc2)n1N | -2.4% | 9.5% | -4.5 | -0.3 | -5.6 | -2.3% | -22.1%
Cc1cccn2cc(-c3ccc(NC(=O)Cc4ccccc4)cc3)nc12 | -0.6% | 0.8% | -1.4 | -8.2 | 34.2 | -4.0% | -15.6%
COC(=O)COc1cccc(NC(=O)c2ccccc2)c1 | -0.3% | -7.6% | 1.2 | 1.1 | -5.7 | -13.9% | -11.9%
CN1CCN(NC(=O)c2ccc(S(=O)(=O)N3CCCCCC3)cc2)CC1 | 0.7% | -0.9% | -2.8 | -27.2 | -4.9 | 3.4% | -8.1%
O=C1C2C3C=CC(C3)C2C(=O)N1CCCO (stereo unspecified) | 0.6% | -8.0% | 2.1 | -0.2 | -8.6 | 0.0% | -16.2%
Cc1cccc(C)c1OCC(=O)N1CCc2ccccc2C1 | 9.7% | 4.5% | -2.2 | -18.6 | / | -19.0% | 1.5%
CS(=O)(=O)N(CC(=O)O)c1ccc(C23CC4CC(CC(C4)C2)C3)cc1 | -3.5% | 1.0% | -1.4 | 84.9 | / | ? | -35.2%
COc1cc(NC(=O)COc2ccc3c(C)cc(=O)oc3c2C)cc(OC)c1OC | 2.5% | 10.9% | 8.2 | -19.3 | -7.1 | 3.4% | -4.0%
O=Cc1cn(-c2ccc(F)cc2)c2ccccc12 | -8.0% | -9.3% | 1.8 | -22.9 | 19.8 | -3.0% | -28.0%
CCCC[C@@H](C)[C@@H](OC(=O)C[C@@H](CC(=O)O)C(=O)O)[C@H](C[C@@H](C)CCCCCC[C@@H](O)C[C@H](O)[C@H](C)N)OC(=O)C[C@@H](CC(=O)O)C(=O)O | 12.5% | / | -4.2 | / | -11.9 | / | /
CCOC(=O)c1ccc(N2C(=O)CC(N3CC(C)OC(C)C3)C2=O)cc1 (stereo unspecified) | 6.5% | 4.5% | -2.1 | -29.2 | -5.6 | 1.4% | 0.5%
O=C(CSc1cccc[n+]1[O-])NC(=O)c1ccc(OC(F)F)cc1 | 2.1% | 8.1% | 1.2 | -5.5 | -7.3 | -9.6% | -2.4%
COc1ccc(/C=N/NC(=O)C2(O)c3ccccc3-c3ccccc32)cc1 | 10.7% | -10.9% | -2.1 | -4.6 | -3.0 | -6.3% | -49.8%
COc1ccc(N2CC(C)(C)C2=O)cc1 | -0.2% | 17.0% | 2.5 | -32.1 | 34.2 | 7.2% | -7.1%
Cc1ccc(S(=O)(=O)N2CCN(C(=O)CN3CCCCC3)C2)cc1 | 3.0% | -2.5% | -3.3 | 6.5 | 14.4 | ? | -15.5%
COC(=O)/C=C1/N/C(=N\c2nc(C)cc(C)n2)N(c2cccc(C)c2)C1=O | ? | -10.8%[11.6 µM] | 4.5 | ? | -12.2 | 1.6% | -5.9%
Cc1nc2cc(NC(=O)NCCCO)ccc2o1 | 2.2% | 8.2% | -2.3 | 17.1 | 1.3 | 6.5% | -22.3%
Cc1ccc(-c2nnn(CC(=O)N(C)C3CCCCC3)n2)o1 | 5.0% | 0.0% | 8.6 | -15.1 | -9.5 | 3.7% | 0.8%
Cc1sc2ncnc(N3CCC(C(=O)NNC(=O)c4ccccc4Cl)CC3)c2c1C | / | 36.9%[activator] | 7.4 | -31.1 | -11.7 | -2.3% | 77.4%[activator]
CC(c1nc2ccccc2c(=O)[nH]1)N(C)CCOc1ccc(Cl)cc1 (stereo unspecified) | -3.5% | 56.1%[activator] | -2.7 | 0.0 | -2.1 | 0.9% | 18.0%
COc1ccc(OC)c(C(C)NC(=O)c2ccc(Br)cc2)c1 (stereo unspecified) | 0.0% | 4.9% | -4.4 | -10.1 | 3.9 | -4.8% | -14.6%
O=C(NC1CCCCC1)c1ccc(CS(=O)Cc2ccc(Cl)cc2)o1 (stereo unspecified) | / | -5.2% | -1.3 | -11.4 | -1.9 | 1.7% | 31.7%
Nc1nc(SCC(=O)NN(c2ccccc2)c2ccccc2)n[nH]1 | 1.1% | -10.2% | -3.0 | -31.2 | -3.4 | 8.1% | -13.8%
CC(C)CC(C(=O)NC1CCCCC1)N(Cc1cccs1)C(=O)c1snc(C(N)=O)c1N (stereo unspecified) | -11.2% | 0.6% | 2.7 | ? | -9.6 | -0.7% | 0.7%
COc1ccc(C)cc1NC(=O)CSc1nnc(-c2ccc(Br)cc2)o1 | 0.9% | 1.2% | 1.3 | 22.5 | -8.6 | -11.0% | 11.5%
O=C(CSc1ccc(-c2ccccc2)nn1)NC1CCCC1 | 5.7% | 5.3% | 8.0 | 1.5 | -6.5 | -5.7% | -4.9%
CS(=O)(=O)N(CC(O)Cn1c2ccccc2c2ccccc21)c1cccc2ccccc12 (stereo unspecified) | -5.5% | 0.6% | -1.9 | 13.2 | 41.4 | 6.8% | 18.2%
Cc1cccc(OCC(=O)NCc2n[nH]c(=O)c3ccccc23)c1 | / | -2.7% | / | -19.7 | / | -9.2% | -3.6%
C=CCn1c(SCC(=O)c2[nH]c(C)c(C(C)=O)c2C)nnc1-c1ccncc1 | -14.4% | -0.5% | 3.8 | 50.0 | -4.7 | -3.0% | -3.7%
Cc1cccn2c(CNCCc3ccccn3)c(C(=O)N3CCOCC3)nc12 | -15.2% | 119.4%[activator] | 5.8 | 26.8 | 17.0 | 5.4% | 32.9%
Cc1cccc(N(CC(O)CN2CCCC2)S(=O)(=O)c2ccccc2)c1 (stereo unspecified) | -3.0% | -25.8% | -5.5 | 25.4 | -14.2 | -10.2% | -1.8%

# In another format: results already given
Cc1ccc(N2C(=O)C3C4C=CC(CNC(=S)Nc5ccc(Cl)cc5)(O4)C3C2=O)cc1 (stereo unspecified)
- FBPA Giardia inh: -0.1%
- AMA1 RON2 block: -10.3%
- CHX counter: 9.6*
- HCMV inh: -29.1
- Shiga toxin inh: -2.2
- AmpC inh detg: -0.2%
- AmpC inh no detg: -38.9%
O=C1C2C3C=CC(C3)C2C(=O)N1CCCO (stereo unspecified)
- FBPA Giardia inh: 0.6%
- AMA1 RON2 block: -8.0%
- CHX counter: 2.1
- HCMV inh: -0.2
- Shiga toxin inh: -8.6
- AmpC inh detg: 0.0%
- AmpC inh no detg: -16.2%
CN1CCN(NC(=O)c2ccc(S(=O)(=O)N3CCCCCC3)cc2)CC1
- FBPA Giardia inh: 0.7%
- AMA1 RON2 block: -0.9%
- CHX counter: -2.8
- HCMV inh: -27.2
- Shiga toxin inh: -4.9
- AmpC inh detg: 3.4%
- AmpC inh no detg: -8.1%
Cc1cccc(OCC(=O)NCc2n[nH]c(=O)c3ccccc23)c1
- FBPA Giardia inh: /
- AMA1 RON2 block: -2.7%
- CHX counter: /
- HCMV inh: -19.7
- Shiga toxin inh: /
- AmpC inh detg: -9.2%
- AmpC inh no detg: -3.6%

# (next part)
canonical_smiles | FBPA Giardia inh | AMA1 RON2 block | CHX counter | HCMV inh | Shiga toxin inh | AmpC inh detg | AmpC inh no detg
COC(=O)c1ccc(C)c(NC(=O)CN(c2cc(OC)ccc2OC)S(C)(=O)=O)c1 | 8.5% | -1.3% | -1.1 | -4.6 | -11.1 | -17.9% | 15.4%
CCn1c(CC(=O)Nc2ccc(F)cc2)nnc1SCC(=O)N1CCOCC1 | / | 12.2% | -4.7 | ? | 8.5 | 0.5% | -4.2%
Cc1ccccc1NC(=O)C1=CC=CN2CCS(=O)(=O)N=C12 | / | 8.8% | / | -30.3 | / | 6.3% | 0.9%
COc1cccc(Nc2ncccc2C(=O)Nc2ccccc2)c1 | 3.5% | 3.6% | 5.7 | 25.0 | 11.4 | ? | -20.1%
O=[N+]([O-])c1cc(/C=N/n2c(-c3ccncc3)n[nH]c2=S)ccc1Cl | 0.1% | 30.0%[activator] | -1.7 | -34.1 | 10.6 | -4.5% | -3.2%
Cc1cccc(N2CCN(S(C)(=O)=O)CC2)c1C | 1.5% | 1.5% | -2.2 | -16.7 | -17.6 | ? | -0.8%
O=C(COC(=O)c1ccc2ccccc2n1)NC1CCCCC1 | / | -2.5% | / | -8.8 | / | -9.1% | -15.9%
COc1ccc(C(=O)/C=C/Sc2nc3ccccc3o2)cc1 | -2.0% | -13.2% | 50.6* | -105.1* | 134.6* | 2.0% | -25.8%

# Screening results deposited in PubChem BioAssay by National Center for Advancing Translational Sciences (NCATS).
